# Source: PubChem
# FEN1 inhibitor: human FEN1 inhibition; P39748; Recombinant FEN1 flap cleavage, fluorescence, 15 min; Potency, µM (doses to about 114 µM), for the others: at the top dose activity change, negative = inhibition, most hits filed as inhibitors; 0.35% of 390,000 active; AID 588795; further: nearly all actives have a fitted effect of over 65% in size
# Target sequence (P39748 whole entry, looked up): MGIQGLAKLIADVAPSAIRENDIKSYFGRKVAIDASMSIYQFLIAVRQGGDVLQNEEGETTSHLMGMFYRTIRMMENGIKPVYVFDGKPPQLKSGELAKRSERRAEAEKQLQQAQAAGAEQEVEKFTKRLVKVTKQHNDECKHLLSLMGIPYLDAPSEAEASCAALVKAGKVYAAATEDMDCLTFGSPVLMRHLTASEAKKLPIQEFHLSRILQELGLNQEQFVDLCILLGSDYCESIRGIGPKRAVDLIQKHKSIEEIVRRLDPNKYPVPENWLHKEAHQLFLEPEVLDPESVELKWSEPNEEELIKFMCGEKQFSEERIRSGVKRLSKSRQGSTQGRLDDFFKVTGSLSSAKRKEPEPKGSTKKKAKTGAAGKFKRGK
#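 Reaction started by adding substrate (50 nM final) to 10 nM enzyme after 15 min room-temperature compound preincubation. Reads at 0 and 15 min, with data normalized and fitted to a four-parameter Hill equation.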
# TDP1 cell CPT: DT40-hTDP1 cell growth loss with CPT; chicken DT40 Tdp1-/-;hTDP1 cells + 20 nM CPT, ATP luminescence, 48 h; Potency, µM (doses to about 46.2 µM), for the others: at the top dose activity change, negative = growth inhibition, actives largely listed as inhibitors; 12% of 420,000 active; AID 686979; further: nearly all actives have a fitted effect of over 55% in size
#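 Chicken DT40 Tdp1-/- cells complemented with human TDP1, 400 cells/well, exposed to compounds plus 20 nM camptothecin for at least 48 h at 37 C; viability read as ATP content by CellTiter-Glo luminescence.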
# N370S GC: inhibits or activates N370S mutant glucocerebrosidase; N370S GC spleen homogenate, 4MU-glucoside fluorescence; Potency, µM (doses to about 59.4 µM), for the others: at the highest dose activity change, negative = inhibition, actives largely listed as inhibitors; 0.092% of 330,000 active;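 further: 0% = full enzyme activity and -100% = no enzyme basal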
# An asterisk follows results filed as active; ? = inconclusive; / = not tested or not shown; & = joins results of further samples; [ ] = remark or other dose. The call rests on the fitted dose curve; in most records, active means well fitted curve in the direction sought with a large enough effect; inconclusive means small, poorly fitted or top-dose-only effect, or another doubt; inactive means no such curve, though single readings can be large; an effect the other way counts as inactive or inconclusive. Unless noted, on the % scale 0 is the no-effect control and ±100 the full control effect; potency means the concentration at half of the fitted maximal effect. An excerpt; rates above refer to the full screens.
SMILES,FEN1 inhibitor,TDP1 cell CPT,N370S GC
COc1cc(OC)cc(Oc2ccc(S(=O)(=O)N3CCCCC3)cc2[N+](=O)[O-])c1,-6%,?,-4%
Cn1c(SCC(N)=O)nnc1C1CCN(C(=O)NC2CCCCC2)CC1,7%,12%,0%
CCOC(=O)c1c(C)oc2nc(C)nc(NCCc3ccc(OC)c(OC)c3)c12,?,21µM*,/
COc1cccc(N2C(=NC(=O)CCC3CCCC3)SC3CS(=O)(=O)CC32)c1 (stereo unspecified),-2%,-18%,?
CCS(=O)(=O)N1Cc2ccccc2CC1C(=O)Nc1nc2ccc(C)cc2s1 (stereo unspecified),-14%,?,-2%
N=C(N)S/C=C\C(=O)O,/,16µM*,-5%&-3%
Cc1csc(NC(=O)C2C3C=CC(O3)C2C(=O)O)n1 (stereo unspecified),-10%,0%,-3%
NC(=O)CSc1nnc(-c2cccnc2)n1CCc1ccccc1,6%,-15%,9%
O=C(c1cc(COc2cccc(C(F)(F)F)c2)on1)N1C[C@H]2CC[C@H]1C2,14%,?,1%
CN(CC(=O)Nc1ccc(F)cc1)C(=O)c1ccc(-c2ccc(Cl)cc2)o1,-14%,?,11%
Cc1ccc(NC(=O)COC(=O)C2C3CC4OC(=O)C2C4C3)cc1Cl (stereo unspecified),1%,-23%,?
Cc1cc(Cl)c(S(=O)(=O)Nc2ccc3c(c2)OCO3)cc1OCC(N)=O,0%,-25%,7%
COc1ccc(N2CCN(S(=O)(=O)c3ccc4c(c3)NC(=O)C(C)S4)CC2)cc1 (stereo unspecified),-14%,?,-11%
CCc1sc(C(=O)Nc2ncccc2O)cc1C,-4%,?,-17%
S=c1[nH]cc(-c2ccc(Cl)cc2)n1Cc1ccccc1,1%,-4%,-5%
Cn1c(=O)c2c([nH]c(=O)n2C)n(Cc2ccccc2)c1=O,-3%,5%,/
Cc1cc(C)c2[nH]c(=O)c(CN(CC3CCCO3)C(=O)c3cnccn3)cc2c1 (stereo unspecified),9%,0%,-12%
CCCOc1ccc(C2c3c(oc4ccccc4c3=O)C(=O)N2c2ccc(C)cn2)cc1OCC (stereo unspecified),12%,-5%,/
COCCSc1ccccc1C(=O)N1CCc2ccccc2C1,6%,1%,2%
CCOc1ccc(CCNC(=O)CSc2nn(-c3ccc(C)c(Cl)c3)c(=S)s2)cc1OCC,-3%,?,4%
CCOc1ccc(CNC(=O)C2Cc3cc(S(=O)(=O)N4CCCC4)ccc3N2C(C)=O)cc1 (stereo unspecified),16%,-27%,-1%
COc1ccc(/C(C)=N/N=C(N)N)c(OC)c1,-5%,18µM*,1%
Cc1cc2cc(C=C(C#N)C#N)c(Cl)nc2cc1C,-23%,7.3µM*,2%
CCCCNC(NCCCC)=C(S(=O)(=O)CC)S(=O)(=O)CC,-1%,-13%,3%
O=C1c2cccc3c([N+](=O)[O-])ccc(c23)C(=O)N1CC1CCCO1 (stereo unspecified),-4%,6.5µM*,2%
CC(C)(C)c1cc(Cl)ccc1OCCOCCN1CCCC1,-13%,?,-14%
Cc1oc(-c2ccc3c(c2)OCCO3)cc1C(=O)O,6%,?,-3%
CCOc1ccc(Oc2ccc(Cl)cc2NC(=O)C2=COCCO2)cc1,-12%,?,-5%
Cc1ccc(C(=O)C(C)OC(=O)Cn2c(C)csc2=O)cc1 (stereo unspecified),19%,20%,0%
Cc1cc(/C=C2/C(=N)N3C(c4ccccc4)=CSC3=NC2=O)c(C)n1-c1ccc(Cl)cc1,-10%,6%,/
CC1C=CCC2C(=O)N(c3cccc(C(=O)NCCc4ccccc4)c3)C(=O)C12 (stereo unspecified),3%,-3%,-5%
Cc1ccccc1Cn1ccn(-c2ccc(F)c(F)c2)c(=O)c1=O,4%,26%,/
N#CN=C1SCCS1,0%,9.2µM*,-1%
Clc1cc2cccnc2c2ccccc12,-14%,-2%,4%
COc1cc2c(cc1OC)C1c3ccc(OC)c(OC)c3OCC1(O)C2 (stereo unspecified),-2%,6%,/
CC1CCN(c2nc(-c3ccc(Br)cc3)nc3ccccc23)CC1,6%,?,/
COc1ccc(Cl)cc1C=CC=NNC(=O)c1ccncc1,-2%,-28%,/
CCOC(=O)CCc1c(C)c2ccc(OCc3ccc([N+](=O)[O-])cc3)cc2oc1=O,4%,-2%,8%
CC1(C)N=C(N)N=C(N)N1c1cccc(C(=O)O)c1,0%,-4%,-11%
CCOc1ccc(CNC(=O)CCCC(=O)n2nc(C)c3ccccc32)cc1,19%,-4%,-1%

# Compound profiles (already shown). Order of screens: FEN1 inhibitor | TDP1 cell CPT | N370S GC
# Results for Clc1cc2cccnc2c2ccccc12 : -14% | -2% | 4%
# Results for Cc1ccc(C(=O)C(C)OC(=O)Cn2c(C)csc2=O)cc1 (stereo unspecified) : 19% | 20% | 0%
# Results for N#CN=C1SCCS1 : 0% | 9.2µM* | -1%
# Results for COc1cc2c(cc1OC)C1c3ccc(OC)c(OC)c3OCC1(O)C2 (stereo unspecified) : -2% | 6% | /
# Results for Cc1cc2cc(C=C(C#N)C#N)c(Cl)nc2cc1C : -23% | 7.3µM* | 2%

# Next results:
SMILES,FEN1 inhibitor,TDP1 cell CPT,N370S GC
Cn1c(=O)oc2cc(S(=O)(=O)NCCCN3CCCC3=O)ccc21,-3%,-3%,7%
O=C(Nc1nn[nH]n1)C12CC3CC(CC(C3)C1)C2,-5%,3%,8%
CCc1ccccc1SCc1noc(C(=O)NCC2CCCO2)c1C(=O)O (stereo unspecified),16%,-19%,/
CNS(=O)(=O)c1cccc(C(=O)OCc2csc(-c3ccccc3)n2)c1,10%,?,6%
O=C(CCOc1cccc(Br)c1)NNC(=O)COc1ccc(F)cc1,7%,6%,-13%
Cc1ccc(C(=O)Nc2c(-c3ccccc3)nc3ccccn23)cc1C,-10%,-6%,/
CCOC(=O)Cn1nc(-c2ccc(Cl)cc2)cc1N,-12%,-5%,-3%
OCCC1CN(Cc2cccnc2)CCN1CCc1ccccc1 (stereo unspecified),-8%,39%[activator],-1%
CCN(C(=O)COC(=O)C1CCN(S(=O)(=O)c2cccs2)CC1)c1ccccc1,1%,-3%,20%
COCCCNC(=S)Nc1cc(C)c(C)cc1C,-7%,1%,2%
CCOC(=O)c1ccc(NC(=O)c2cc(=O)[nH]c3ccccc23)cc1,-2%,0%,2%
Cn1cc(CN2CCCC(C(=O)c3cc(F)ccc3F)C2)c2ccccc21 (stereo unspecified),6%,?,-6%
CSc1ccc(CCNC(=O)CCn2c(=O)c3cccn3c3ccc(F)cc32)cc1,5%,?,/
CCOc1ccccc1N(CC(=O)Nc1ccccc1C(=O)NCc1ccco1)S(C)(=O)=O,9%,-14%,4%
Cc1ccc(OC(C)C(=O)OCC(=O)Nc2sccc2C(N)=O)cc1 (stereo unspecified),18%,-24%,/
CCOCCCN(C(=O)Cn1nnc(-c2ccc(OC)c(OC)c2)n1)C(CC)C(=O)NC1CCCC1 (stereo unspecified),1%,0%,-1%
CCOc1ccc(CCNC(=O)C(O)c2ccccc2)cc1 (stereo unspecified),8%,4%,0%
Cc1cc(NC(=O)CSc2nnc(-c3ccco3)n2Cc2ccco2)no1,1%,-24%,2%
C=CC(C)N1C(=O)S/C(=C\c2ccc(N3CCOCC3)cc2C)C1=O (stereo unspecified),-25%,21µM*,-5%
CC(C)(CO)NC(=O)C12CC3CC(CC(Br)(C3)C1)C2,0%,11%,-12%
CCCN(C(=O)c1cccc(S(=O)(=O)N2CCN(C)CC2)c1)c1c(N)n(Cc2ccccc2)c(=O)[nH]c1=O,1%,2%,-3%
CC(C)CSc1nc2ccccc2c(=O)[nH]1,-2%,?,8%
O=C(CCc1ccccc1)NC1CCSC1=O (stereo unspecified),4%,-2%,-6%
COc1cccc(OC)c1OCC(O)CN1CCN(c2ccccc2F)CC1 (stereo unspecified),29%,-19%,1%
Cn1cnnc1SCC(=O)NC1CCCCCC1,19%,-3%,0%
CS/C(=N\S(=O)(=O)c1ccc(Cl)cc1)c1ccccc1,-17%,-12%,-1%
O=C(Nc1ccccc1Cl)c1ccccc1Cc1ccccc1,11%,-16%,5%
Cc1cnc(CNc2nc(-c3ccccc3Cl)nc3ccccc23)cn1,/,-15%,?
CC(=O)OCC(=O)Nc1ccc([N+](=O)[O-])cc1Cl,-6%,22%,-26%
COc1ccc(CSc2nnc(C)n2N)cc1[N+](=O)[O-],7%,7%,-3%
CC(=O)c1ccc(OCC(=O)NC2CCCCCC2)cc1,5%,-5%,/
COc1ccc(C(=O)C[n+]2cc(Br)cc3ccccc32)cc1,-3%,?,/
Cc1ccc(NC(=O)CCc2c(C)nc3nc(C)nn3c2C)c(Cl)c1,17%,-6%,/
CCN(C(=O)COC(=O)c1ccccc1Nc1ccccc1)c1c(N)n(Cc2ccccc2)c(=O)[nH]c1=O,0%,?,/
CCCCCC1NC(=O)NC1CCCCCC(=O)O (stereo unspecified),-3%,-1%,1%
COc1ccccc1N1CCN(C(=O)c2n[nH]c3ccccc23)CC1,0%,-8%,-5%
CN(C)c1ccc(C(=O)N2CCCC2)cc1,-11%,1%,-3%
CCCOC(=O)c1ccc(NS(=O)(=O)c2cccs2)cc1,6%,-11%,21%
CCOc1cc(N2CCOCC2)c(OCC)cc1NC(=O)COC(=O)c1ccc([N+](=O)[O-])o1,28µM*,2%,/
O=C(CSc1nnc(-c2ccccn2)n1-c1ccccc1)Nc1ccc2c(c1)OCO2,6%,2%,-9%

# Ordered by SMILES length (largest number first): part of the list above
SMILES,FEN1 inhibitor,TDP1 cell CPT,N370S GC
COc1ccc(C(=O)C[n+]2cc(Br)cc3ccccc32)cc1,-3%,?,/
CCCOC(=O)c1ccc(NS(=O)(=O)c2cccs2)cc1,6%,-11%,21%
CC(C)CSc1nc2ccccc2c(=O)[nH]1,-2%,?,8%
CCCCCC1NC(=O)NC1CCCCCC(=O)O (stereo unspecified),-3%,-1%,1%

# Remaining list, next part.
SMILES,FEN1 inhibitor,TDP1 cell CPT,N370S GC
CCOc1ccc2nc(Cl)c(C3CC(c4ccco4)=NN3S(C)(=O)=O)cc2c1 (stereo unspecified),-15%,9%,-8%
CC[C@@H]1C/C=C\Cc2ccccc2[C@H](C(=O)C[C@@H](O)CC(C)=O)OC1=O,4%,13µM*,/
O=C(CC1SC(N2CCCCC2)=NC1=O)Nc1cccc(C(=O)O)c1 (stereo unspecified),3%,-9%,-1%
CCC(C)n1c(SCc2c(F)cccc2Cl)nc2ccsc2c1=O (stereo unspecified),-2%,4.1µM*,/
O=C1/C(=C\c2ccncc2)CCc2ccccc21,-5%,13µM*,-4%
CCOC(=O)C(C#N)C(Cc1ccccc1)c1ccco1 (stereo unspecified),10%,5%,2%
COc1cc(-c2noc(CCC(=O)Nc3cccnc3)n2)cc(OC)c1OC,2%,-6%,-5%
CC(C)c1ccc(/C=C2\SC(=S)N(CCC(=O)N3CCCCC3CCO)C2=O)cc1 (stereo unspecified),-18%,?,-2%
COC(CNC(=O)c1cc(S(=O)(=O)N2CCc3ccccc32)ccc1F)OC,-10%,?,-1%
O=C(C1CCCO1)N1CCN(C(=S)Nc2ccc(F)cc2)CC1 (stereo unspecified),11%,3%,25%
O=C(Nc1ccc(Cl)cc1Cl)c1cc(S(=O)(=O)NCc2ccc3c(c2)OCO3)ccc1F,6%,-18%,/
Cc1sc2c(c1C)c(=O)n(-c1cccc(C(F)(F)F)c1)c(=O)n2Cc1ccc(F)cc1,19%,?,/
CCOc1ccc(-c2nc(-c3cccs3)c(CC(=O)O)s2)cc1OC,5%,3%,1%
CCOC(=O)c1nnn(-c2nonc2N)c1-c1ccc(C)cc1,-12%,9%,-12%
CCOC(=O)NC(=O)/C(C#N)=N\Nc1cccc(OC)c1,-3%,15%,-5%
Cc1cccc(NC(=O)C2CC3CCC2C3)c1C (stereo unspecified),-7%,11%,/
CCC(C(=O)Nc1ccc(C)cc1)c1ccccc1 (stereo unspecified),1%,1%,-6%
CCN1C(c2ccccc2)=C(c2ccccc2)S/C1=C/C=C1\SC(=S)N(C)C1=O,-3%,10µM*,-10%
Cc1sc(NC(=O)CSc2n[nH]c(N)n2)c(C#N)c1C,16%,1%,/
CN(C)Cc1c(O)ccc2c(=O)c(-c3ccccc3)c(C(F)(F)F)oc12,0%,-27%,-8%
CN(CC(=O)Nc1cccc(F)c1)C(=O)c1ccc(COc2ccccc2)cc1,-1%,?,-1%
[O-]/C(=C(\C(=S)Nc1cccc2ccccc12)[n+]1ccccc1)c1cccs1,2%,6%,-3%
CNC(=S)N/N=C(\C)c1ccc(-n2ccnc2)cc1,5%,-3%,-7%

# Part of the list above, limited to N370S GC and FEN1 inhibitor:
smiles	N370S GC	FEN1 inhibitor
CCOC(=O)c1nnn(-c2nonc2N)c1-c1ccc(C)cc1	-12%	-12%
CCOC(=O)NC(=O)/C(C#N)=N\Nc1cccc(OC)c1	-5%	-3%
Cc1cccc(NC(=O)C2CC3CCC2C3)c1C (stereo unspecified)	/	-7%
CCC(C(=O)Nc1ccc(C)cc1)c1ccccc1 (stereo unspecified)	-6%	1%
CCN1C(c2ccccc2)=C(c2ccccc2)S/C1=C/C=C1\SC(=S)N(C)C1=O	-10%	-3%
